# Vif inh: blocks HIV Vif function. HEK293T cells, Vif self-association by quenched fluorescence, imaging, 24 h. inhibition, % at 7.49 µM. 0.35% of 340,000 active. AID 602346; in the data active = inhibition above about 50%, passing the limit was not always enough; inconclusive = no clear call, values can overlap the other calls; inactive = below about 31%; note: some results filed as inactive read as strong as hits
# NOD2 RIPK2 PPI: NOD2-RIPK2 protein interaction inhibition; 0.38% of 360,000 active; inhibition, % at 4.98 µM; CHO BLA complementation NOD2-RIPK2, CCF4 ratio; AID 624267; in the data active = inhibition above about 21%;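 note: 0% = vehicle only and 100% = reference blocker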
# Granule exo inh: blocks lytic granule exocytosis; TALL-104 LAMP-1 surface exposure, flow cytometry; cells stimulated with thapsigargin and PMA; inhibition, % at 10 µM; 0.66% of 360,000 active;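 active = inhibition above about 55%, limit read from the data; inconclusive = no clear call, values can overlap the other calls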
# aDG glyco act: alpha-DG glycosylation activation. Pro5-aDG cells, alpha-DG glycosylation AlphaScreen (IIH6); 0% Pro5, 100% B10-LARGE cell signal. 0.22% of 360,000 active. activation, % at 10 µM;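 active = activation of at least 8% versus controls, or a plate z-score of at least 8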;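 note: Pro5 are CHO cells carrying HIG-tagged alpha-DG that lacks glycosylation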
# TLR9-MyD88 block: TLR9-MyD88 interaction inhibition | Q9NR96+Q99836 | CHO BLA complementation TLR9-MyD88, CCF4 FRET ratio | inhibition, % at 4.98 µM | 0.21% of 340,000 active | AID 504734;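 active = inhibition above the mean over all tested compounds plus 3 SD, cut at about 21% in these data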;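 note: 0% = DMSO only wells and 100% = clavulanate BLA inhibitor control wells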
# Glyco luc inh: N-linked glycosylation inhibition | D54 ERlucT glycosylation luciferase reporter, 24 h; percent of 100 nM tunicamycin response | reporter increase, % at 12.5 µM | 0.23% of 360,000 active;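 active = mean luciferase reporter signal, scaled so untreated is 0 and the glycosylation-blocking control 100, at or above a set limit in every replicate; inconclusive = mean reaches the limit but not every replicate does; inactive = mean below the limit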;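 note: luciferase carries N-glycosylation sites so blocking glycosylation raises the light; 0% = median of neutral control wells and 100% = median of 100 nM tunicamycin wells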
# MC4R ag barr: activates human MC4R beta-arrestin recruitment; U2OS MC4R beta-arrestin complementation, luminescence; percent of melanotan II response, DMSO zero; activation, % at 8.9 µM; 0.98% of 360,000 active;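 active = activation above a per-plate cutoff, the mean activation of sample wells on that plate plus 3 SD, cut at about 8% in these data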
# ABHD5 PLIN5 PPI: inhibitors of human ABHD5-perilipin-5 interaction; Split G. princeps luciferase complementation, luminescence, 4 h; AID 602281; inhibition, % at 4 µM; Q00G26+Q8WTS1; 0.78% of 360,000 active;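 active = inhibition above the mean inhibition across every tested compound plus 3 SD, cut at about 22% in these data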;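 note: 0% = DMSO only wells and the 100% control is not disclosed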
# Target sequence (Q00G26 whole entry, looked up): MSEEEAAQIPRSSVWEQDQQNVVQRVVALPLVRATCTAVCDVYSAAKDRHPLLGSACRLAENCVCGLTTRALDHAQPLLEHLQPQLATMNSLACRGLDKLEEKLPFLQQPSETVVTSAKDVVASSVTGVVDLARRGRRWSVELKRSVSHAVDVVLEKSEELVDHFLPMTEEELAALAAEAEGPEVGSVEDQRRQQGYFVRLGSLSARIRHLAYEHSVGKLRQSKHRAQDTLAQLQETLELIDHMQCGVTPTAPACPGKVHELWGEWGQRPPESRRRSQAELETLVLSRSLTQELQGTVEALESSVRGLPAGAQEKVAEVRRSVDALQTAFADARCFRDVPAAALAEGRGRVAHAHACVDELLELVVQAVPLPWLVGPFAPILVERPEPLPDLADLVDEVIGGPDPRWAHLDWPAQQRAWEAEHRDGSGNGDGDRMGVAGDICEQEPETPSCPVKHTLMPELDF
# Target sequence (Q8WTS1 whole entry, looked up): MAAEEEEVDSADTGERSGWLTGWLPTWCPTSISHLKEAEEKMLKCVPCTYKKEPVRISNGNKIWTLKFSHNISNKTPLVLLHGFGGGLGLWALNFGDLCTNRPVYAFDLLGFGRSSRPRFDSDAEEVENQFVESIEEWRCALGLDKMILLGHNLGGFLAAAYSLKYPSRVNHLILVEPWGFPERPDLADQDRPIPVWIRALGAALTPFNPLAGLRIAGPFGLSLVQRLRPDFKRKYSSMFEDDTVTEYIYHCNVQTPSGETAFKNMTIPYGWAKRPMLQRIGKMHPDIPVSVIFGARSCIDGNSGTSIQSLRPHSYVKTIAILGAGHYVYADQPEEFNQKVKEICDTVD
# ABCB6 inh MLPCN: blocks the human ABCB6 transporter; 0.19% of 360,000 active; fluorescence ratio to DMSO, % at 10 µM; AID 602162; Q9NP58; K562-ABCB6 porphyrin accumulation, flow cytometry, 1 h; stronger effect = lower value;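 active = fluorescence ratio to DMSO below 75%, the collection mean minus 3 SD; inconclusive = too few cells collected in the well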;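 note: signal is porphyrin accumulated inside mitochondria; 100% equals median channel fluorescence of DMSO control wells; lower ratio means ABCB6 inhibition with less porphyrin fluorescence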
# MC4R antagonist: blocks human MC4R cAMP signaling; P32245; 0.48% of 360,000 active; inhibition, % at 6.5 µM; MC4R-expressing cells, MTII-stimulated cAMP, LANCE TR-FRET;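 active = inhibition above its plate's cutoff, the mean of tested wells on that plate plus 3 SD, cut at about 29% in these data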;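 note: 0% = Melanotan II alone and 100% = Melanotan II plus saturating MCL0020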
#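 Test system: U2OS cells stably expressing human melanocortin 4 receptor (MC4R); also added: Melanotan II challenge; compound: 6.5 µM single dose; timing: 30-min compound preincubation, 1-h Melanotan II challenge, 1-h detection, room temperature; signal: Eu-cAMP/anti-cAMP TR-FRET, emission 671 nm; repeats: one well per compound, no replicates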
# Numbers without * were called inactive; ? = inconclusive; nt = not tested or not shown. These rows are one share of the data (hit frequency here may not be typical).
# Preview:
cpd	smiles	Vif inh	NOD2 RIPK2 PPI	Granule exo inh	aDG glyco act	TLR9-MyD88 block	Glyco luc inh	MC4R ag barr	ABHD5 PLIN5 PPI	ABCB6 inh MLPCN	MC4R antagonist
1	CN(CC(=O)N1CCN(c2ccc(F)cc2)CC1)S(=O)(=O)c1ccc(F)cc1	1.8	-3.8	-0.3	-0.1	1.4	-0.3	0.8	-4.3	96.0	7.9
2	C[C@H]1CN([C@@H](C)CO)C(=O)CCCn2nncc2CO[C@@H]1CN(C)Cc1ccc(C(F)(F)F)cc1	-10.7	-1.0	-2.1	-0.2	5.2	3.4	-1.5	1.8	95.0	17.0
3	Cc1cc(C)c2[nH]c(=O)c(CN(Cc3cccs3)C(=S)NCc3ccco3)cc2c1	11.6	-2.9	4.5	0.0	-1.4	-4.9	0.4	9.9	97.0	18.5

# The listing, from the first entry:
cpd	smiles	Vif inh	NOD2 RIPK2 PPI	Granule exo inh	aDG glyco act	TLR9-MyD88 block	Glyco luc inh	MC4R ag barr	ABHD5 PLIN5 PPI	ABCB6 inh MLPCN	MC4R antagonist
1	CN(CC(=O)N1CCN(c2ccc(F)cc2)CC1)S(=O)(=O)c1ccc(F)cc1	1.8	-3.8	-0.3	-0.1	1.4	-0.3	0.8	-4.3	96.0	7.9
2	C[C@H]1CN([C@@H](C)CO)C(=O)CCCn2nncc2CO[C@@H]1CN(C)Cc1ccc(C(F)(F)F)cc1	-10.7	-1.0	-2.1	-0.2	5.2	3.4	-1.5	1.8	95.0	17.0
3	Cc1cc(C)c2[nH]c(=O)c(CN(Cc3cccs3)C(=S)NCc3ccco3)cc2c1	11.6	-2.9	4.5	0.0	-1.4	-4.9	0.4	9.9	97.0	18.5
4	Cc1cc(C)c(NC(=O)c2ccc(CNS(=O)(=O)c3cc(C(F)(F)F)ccc3Cl)cc2)c(C)c1	-5.1	-5.6	2.6	0.4	13.2	-3.9	0.2	0.1	93.0	9.8
5	COc1ccc2c(CCNC(=O)Nc3ccccc3)c[nH]c2c1	?	-6.5	1.7	0.9	1.8	0.2	2.7	6.4	104.0	-2.8
6	COc1ccc(OC)c([C@@H]2OCCC=C[C@H]2C)c1	-5.4	-5.0	-1.6	0.1	-9.4	1.9	-0.2	0.4	100.0	12.7
7	O=S(=O)(NCCc1csc(-c2cccnc2)n1)c1cccc(F)c1	-3.3	8.4	2.6	0.3	4.5	-2.5	-1.7	-3.5	99.0	6.6
8	O=C(O)/C=C/C(=O)Nc1cccc2c1-c1ccccc1C2=O	-15.1	10.5	-8.3	0.0	-10.1	-0.5	-3.2	-2.5	96.0	-7.5
9	C/C(=N\Nc1ccc(Cl)cc1)c1ccncc1	-11.4	6.3	6.5	0.1	5.6	-1.2	-1.1	2.8	108.0	5.0
10	Cc1nn(Cc2c(F)c(F)c(F)c(F)c2F)c(C)c1NC(=O)c1ccc(COc2ccccc2Cl)o1	-17.8	7.8	0.7	1.5	-3.2	-7.7	0.5	-7.1	104.0	3.9
11	COc1ccc(C(C)=O)cc1CSc1nnc(Nc2ccccc2)s1	-10.2	-1.8	3.1	0.9	-5.8	-3.5	2.5	-4.8	96.0	8.8
12	O=C(O)Cc1c[nH]c2ccc(O)cc12	0.0	1.7	1.6	-0.1	-8.4	0.9	-1.8	37.6*	94.0	-2.0
13	CCn1c(-c2ccc(C)cc2)nn(CC(=O)NCCc2ccccc2)c1=S	nt	3.2	2.4	2.3	10.0	-10.3	-2.4	-6.3	94.0	-4.1
14	O=C1CCC/C(=N\NC(=O)c2ccc(COc3ccccc3-c3ccccc3)cc2)C1	10.4	5.5	-0.2	0.3	-9.3	3.0	-2.8	10.2	93.0	7.3
15	COc1ccccc1NS(=O)(=O)c1ccc(C(=O)NCc2ccncc2)cc1	4.4	-1.9	-0.1	0.2	0.7	-0.3	-1.1	-8.2	97.0	6.4

# Look-ups from the results shown:
# COc1ccc(OC)c([C@@H]2OCCC=C[C@H]2C)c1 in aDG glyco act = 0.1
# COc1ccc(C(C)=O)cc1CSc1nnc(Nc2ccccc2)s1 in TLR9-MyD88 block = -5.8
# CN(CC(=O)N1CCN(c2ccc(F)cc2)CC1)S(=O)(=O)c1ccc(F)cc1 in ABCB6 inh MLPCN = 96.0
# Cc1cc(C)c(NC(=O)c2ccc(CNS(=O)(=O)c3cc(C(F)(F)F)ccc3Cl)cc2)c(C)c1 in NOD2 RIPK2 PPI = -5.6
# COc1ccccc1NS(=O)(=O)c1ccc(C(=O)NCc2ccncc2)cc1 in ABCB6 inh MLPCN = 97.0
# C/C(=N\Nc1ccc(Cl)cc1)c1ccncc1 in aDG glyco act = 0.1

# More records follow.
cpd	smiles	Vif inh	NOD2 RIPK2 PPI	Granule exo inh	aDG glyco act	TLR9-MyD88 block	Glyco luc inh	MC4R ag barr	ABHD5 PLIN5 PPI	ABCB6 inh MLPCN	MC4R antagonist
16	O=C(CCNC(=O)c1ccc(Br)cc1)NCCCc1ccccc1	nt	-0.8	-2.5	0.0	1.7	0.9	-1.0	4.6	95.0	9.5
17	COc1ccc(N2CCN(C(=O)COC(=O)c3ccco3)CC2)cc1	7.6	3.0	-12.5	1.3	-10.0	1.0	0.1	8.8	107.0	-2.2
18	Cc1ccc(C)c(C(=O)COC(=O)c2c(-c3ccccc3)noc2C)c1	nt	-4.1	12.2	0.0	4.6	-2.5	-2.9	-1.9	96.0	3.0
19	COc1ccc(/C=C2\SC(=S)N(CCC(=O)Nc3ccc(C(=O)O)cc3)C2=O)cc1	-6.6	2.9	9.7	0.0	10.4	0.6	-1.7	0.9	89.0	3.6
20	CC1(C)CC2CC(C)(CN2C(=O)COC(=O)c2cc(Cl)cc(Cl)c2N)C1 (configuration not stated)	nt	-4.5	-0.7	0.3	-4.7	-0.7	-2.9	5.4	98.0	14.6
21	CCOC(=O)C1=C(C)NC(=O)NC1c1ccco1 (configuration not stated)	nt	-3.5	1.3	0.0	-4.2	2.4	-2.1	4.2	94.0	5.3
22	CCOC(=O)c1ccc(NC(=O)CSc2nc3c(c(=O)n2CC)SC(C)C3)cc1 (configuration not stated)	nt	-12.8	1.2	0.3	1.7	-1.5	0.7	81.3*	102.0	13.2
23	Cc1cc(-c2csc(NC(=O)c3ccc(C#N)cc3)n2)c(C)n1Cc1ccco1	1.2	-6.7	1.6	0.4	-0.9	-2.1	1.7	12.6	116.0	3.8
24	CCOC(=O)C(=NCC1CCCO1)NNc1cc(Cl)ccc1Cl (configuration not stated)	-5.1	-1.7	9.0	0.0	-10.2	1.2	2.5	0.6	93.0	19.3
25	COc1cc(/C=C2/C(=O)NN(c3ccc(F)cc3)C2=O)cc([N+](=O)[O-])c1O	nt	-5.3	2.8	0.0	-2.0	-1.3	-0.6	1.4	98.0	10.4
26	Cc1ccc(C)c(C(O)c2ncc(-c3cccc(C(F)(F)F)c3)[nH]2)c1 (configuration not stated)	-0.3	2.4	-1.2	0.9	nt	2.5	5.3	-15.1	96.0	4.7
27	CCNc1nc(NC(C)C)nc(OCCOC(=O)Nc2ccccc2)n1	-3.5	3.7	-0.5	0.2	4.6	1.2	-1.5	-10.1	100.0	12.6
28	Cc1cc(C)nc(NC(=S)Nc2cccc(F)c2)c1	-0.3	-7.3	4.9	0.3	-4.9	0.2	-2.0	-0.9	103.0	-1.6
29	Cc1c(Br)c([N+](=O)[O-])nn1CC(=O)NCc1cccnc1	10.3	-10.0	9.7	0.0	0.2	0.8	-1.3	1.2	99.0	4.6
30	CN1CCN(CC(=O)Nc2ccc(Cl)cc2Cl)CC1	-0.2	-6.1	2.3	0.1	2.3	-1.4	0.7	-0.9	98.0	7.4
31	CC(C)CC(=O)N/N=C/c1c(N)n(C)c(=O)n(C)c1=O	-26.7	0.1	-7.7	-0.1	5.0	-1.5	0.1	-3.1	104.0	2.3
32	COc1cc(NC(=O)CSc2ccc(-c3ccccn3)nn2)cc(OC)c1	-0.7	-1.8	2.5	1.6	1.1	-4.9	-2.9	7.8	90.0	12.7
33	Cc1cc(C)c2c(NC(=S)Nc3ccccc3)n[nH]c2n1	5.7	-7.9	-1.8	0.0	4.1	0.2	-3.2	-4.9	88.0	5.5
34	Nc1nonc1C(=O)N/N=C/c1cc2c(cc1[N+](=O)[O-])OCO2	1.3	5.9	-9.3	-0.1	1.9	0.4	0.2	8.5	101.0	2.2
35	Cn1c(=O)n(C)c2cc([N+](=O)[O-])c(N3CCN(C(=O)c4ccccc4Br)CC3)cc21	nt	-4.1	-0.1	1.7	4.0	3.9	-2.5	1.7	102.0	2.5
36	COc1ccccc1CNC(=O)CSc1nnc2ccc(-c3cccnc3)nn12	-12.0	1.5	-1.0	0.0	-1.5	2.2	-1.0	-8.2	93.0	-3.3
37	CCOC(=O)C(C)Sc1ncnc2c1c(-c1ccccc1)cn2-c1ccc(OC)cc1 (configuration not stated)	4.2	1.4	0.5	0.6	-5.2	0.4	-2.1	-10.9	100.0	12.3
38	Cc1cc(Br)ccc1OCC(=O)NNC(=O)c1cnccn1	7.6	-2.2	-1.1	0.8	3.9	2.4	-3.7	-4.4	107.0	5.0
39	Cc1ccc(C)c(Cn2nnc3c(=O)[nH]c(C4CCN(C(=O)c5ccco5)CC4)nc32)c1	2.8	3.1	8.2	0.0	1.3	?	-0.8	-1.5	102.0	17.4
40	O=C(CCSc1nnc(-c2ccco2)o1)N1CCOCC1	-0.5	-4.7	0.8	-0.1	-8.2	1.7	1.1	0.9	98.0	11.4
41	CC1CCN(Cc2nc(-c3ccccc3)no2)CC1	-5.4	-3.7	-1.2	-0.2	-1.1	-3.0	-2.1	-0.4	97.0	2.5
42	COc1ccc(N2CC(C)Cn3c2nc2c3c(=O)n(Cc3ccc(C)cc3)c(=O)n2C)c(OC)c1 (configuration not stated)	3.7	3.6	-4.9	-0.1	-4.2	-1.0	-2.1	6.0	90.0	11.8
43	O=C(CN1CCN(Cc2ccc(F)cc2Cl)C1=O)NCCCN1CCOCC1	-10.5	-0.3	-6.3	0.1	7.7	0.7	-0.2	0.5	101.0	4.3
44	COc1ccc(-c2csc(-n3ncc(-c4cccs4)c3N)n2)cc1	18.0	-0.2	6.2	-0.2	6.5	2.6	0.2	7.8	90.0	-2.7

# 2 of the compounds above, with two lines to a compound:
# Order of results – Vif inh	NOD2 RIPK2 PPI	Granule exo inh	aDG glyco act	TLR9-MyD88 block	Glyco luc inh	MC4R ag barr	ABHD5 PLIN5 PPI	ABCB6 inh MLPCN	MC4R antagonist
41) CC1CCN(Cc2nc(-c3ccccc3)no2)CC1
  -5.4	-3.7	-1.2	-0.2	-1.1	-3.0	-2.1	-0.4	97.0	2.5
42) COc1ccc(N2CC(C)Cn3c2nc2c3c(=O)n(Cc3ccc(C)cc3)c(=O)n2C)c(OC)c1 (configuration not stated)
  3.7	3.6	-4.9	-0.1	-4.2	-1.0	-2.1	6.0	90.0	11.8

# Screens (PubChem BioAssay)
